# TrxR1 inh: blocks rat thioredoxin reductase 1. O89049. recombinant rTrxR1, NADPH fluorescence consumption, selenite substrate. Potency, µM (titrated, usually from 114 µM), for inactives: at the top dose activity change, negative = inhibition, actives largely listed as inhibitors. 390,000 tested, 1% active. AID 588453; also: % is scaled to controls: 0 for no effect and ±100 for the full control effect; nearly all actives have a fitted effect of over 65% in size
#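 Rat TrxR1 (90 nM in the dispensed reagent) was pre-reduced with 400 uM NADPH for 5 min at room temperature, then incubated with compound for 15 min. After 400 uM selenite was added, NADPH fluorescence (Ex 340/Em 450 nm) was followed for 8 min.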
# Pin1 inhibitor: human Pin1 inhibition; Pin1 FP peptide displacement, HiFluor488, 10 min; 390,000 tested, 0.009% active; Q13526; Potency, µM (highest dose often 115 µM), without a hit: top-dose activity, negative = inhibition, usual class: inhibitors; active = well fitted inhibition curve with a large enough effect in the polarisation, with a control signal flat, not every such curve was filed as active; inconclusive = small, poorly fitted or top-dose-only effect, or effect the other way, or a change in a side signal; inactive = no such curve, though single readings can be large or run the other way; the % refers to the polarisation; also: % is scaled to controls: 0 for no effect and ±100 for the full control effect
# Target sequence (Q13526 whole entry, looked up): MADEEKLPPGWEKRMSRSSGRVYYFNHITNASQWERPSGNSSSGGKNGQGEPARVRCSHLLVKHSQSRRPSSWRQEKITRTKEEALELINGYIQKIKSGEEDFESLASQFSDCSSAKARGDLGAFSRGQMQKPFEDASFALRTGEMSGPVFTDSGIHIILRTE
# GLS inh: glutaminase GLS (human) inhibition; O94925; GLS enzymatic activity, qHTS titration; Potency, µM (series often up to 45.5 µM), for inactives: at the highest dose activity change, negative = inhibition, hits mostly inhibitors; 410,000 tested, 0.21% active; AID 624170; also: % is scaled to controls: 0 for no effect and ±100 for the full control effect
#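 Glutamate formation by hKGA was monitored fluorometrically using coupled glutamate oxidase, HRP and Amplex Red. Substrate was added as 1 mM L-glutamine solution; incubation was 30 min at RT after an initial read.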
# PGK inhibitor: blocks T. brucei phosphoglycerate kinase; P07378; PGK/GAPDH coupled, Kinase-Glo luminescence, 60 min; Potency, µM (highest dose often 57.5 µM), without a hit: at the highest dose activity change, negative = inhibition, actives largely listed as inhibitors; 380,000 tested, 0.043% active; also: % is scaled to controls: 0 for no effect and ±100 for the full control effect; nearly all actives have a fitted effect of over 60% in size
#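 Recombinant glycosomal PGK reaction used 1,3-bisphosphoglycerate generated in-well by GAPDH (100nM final) in 100mM TEA pH 7.6, 5mM MgCl2, 0.01% Tween-20. After 60 minutes at room temperature, ATP was read by Kinase-Glo Plus luminescence end-point.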
# JMJD2A Tudor inh: blocks the human JMJD2A Tudor domain; AID 504339; O75164; 390,000 tested, 4.4% active; AlphaScreen JMJD2A-Tudor / H3K4me3 peptide binding; Potency, µM (highest dose often 114 µM), for inactives: at the highest dose activity change, negative = inhibition, hits mostly inhibitors; also: % is scaled to controls: 0 for no effect and ±100 for the full control effect; nearly all actives have a fitted effect of over 50% in size
# ERG-DNA inh: inhibitors of human ERG Ets domain-DNA interaction | fluorescence polarization, His-ERG Ets domain / labelled DNA | Potency, µM (top dose mostly 76.9 µM), for inactives: at the top dose FP activity, negative = inhibition, hits mostly inhibitors | 370,000 tested, 0.028% active | AID 624246; active = well fitted inhibition curve with a large enough effect in the polarisation, with a control signal flat; inconclusive = small, poorly fitted or top-dose-only effect, or effect the other way, or a change in a side signal; inactive = no such curve, though single readings can be large or run the other way; the % refers to the polarisation;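 also: polarization taken with two DNA probes labelled with fluorescein and Texas red; % of control where 0% means no effect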
# Target sequence (P11308 whole entry, looked up, the tested form may be a part): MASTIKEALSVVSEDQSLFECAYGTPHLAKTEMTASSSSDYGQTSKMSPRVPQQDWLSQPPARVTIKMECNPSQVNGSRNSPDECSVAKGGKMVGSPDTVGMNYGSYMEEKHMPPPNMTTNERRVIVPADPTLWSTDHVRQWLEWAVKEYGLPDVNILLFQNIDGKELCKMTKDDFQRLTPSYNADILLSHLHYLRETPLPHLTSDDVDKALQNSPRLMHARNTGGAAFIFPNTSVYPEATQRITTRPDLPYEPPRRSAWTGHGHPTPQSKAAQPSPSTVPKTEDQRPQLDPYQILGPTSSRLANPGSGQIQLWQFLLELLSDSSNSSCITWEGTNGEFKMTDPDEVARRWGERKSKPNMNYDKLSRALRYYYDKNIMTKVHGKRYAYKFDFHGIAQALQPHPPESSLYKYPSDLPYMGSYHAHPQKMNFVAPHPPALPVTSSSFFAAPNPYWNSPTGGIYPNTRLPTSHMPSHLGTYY
#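 His-tagged ERG Ets domain (1 uM in the protein solution; 300mM KCl, 50mM Tris-HCl, 1mM EDTA, 1mM DTT, pH 7.5) received compound, then a probe mix of 5 nM fluorescein-DNA and 100nM Texas-615-DNA. Fluorescence polarization was read for both dyes.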
# ALOX12 inh: inhibitors of human 12S-lipoxygenase ALOX12 | purified 12hLO, xylenol orange hydroperoxide absorbance | Potency, µM (titrated, usually from 108 µM), inactives show at the highest dose activity change, negative = inhibition, most hits filed as inhibitors | 580,000 tested, 1.1% active | AID 1671190; also: % is scaled to controls: 0 for no effect and ±100 for the full control effect
#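 Purified human 12hLO at 150 nM in 25 mM Hepes, 0.01% Triton X-100, pH 7.0, preincubated 15 min at room temperature with compound. Reaction started with 40 uM arachidonic acid, 30 min at room temperature. Hydroperoxide measured by Fe-xylenol orange, 573/405 nm absorbance ratio.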
# HP1b binding inh: blocks HP1-beta chromodomain binding to methylated histone tails; 390,000 tested, 0.56% active; AlphaScreen HP1-beta / biotin-H3K9me3 peptide binding; P83916; Potency, µM (doses to about 114 µM), without a hit: at the highest dose activity change, negative = inhibition, hits mostly inhibitors; also: nearly all actives have a fitted effect of over 70% in size; inactives centre near 23
# Target sequence (P83916 whole entry, looked up): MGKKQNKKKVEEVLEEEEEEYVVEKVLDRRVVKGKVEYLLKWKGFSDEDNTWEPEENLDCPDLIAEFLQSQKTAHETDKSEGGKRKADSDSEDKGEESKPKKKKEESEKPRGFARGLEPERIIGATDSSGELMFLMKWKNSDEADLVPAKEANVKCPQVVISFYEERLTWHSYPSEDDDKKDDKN
#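 AlphaScreen: HP1-beta (50 nM) preformed 30 min with biotin-H3(1-18)K9me3 peptide (50 nM) in PBS pH 7.4, 0.01% Tween-20. Compound added for 30 min at RT, then streptavidin donor/nickel chelate acceptor beads (10 ug/mL) for 30 min.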
# RGS4 inh: inhibitors of human regulator of G protein signaling 4; 390,000 tested, 0.039% active; Transcreener GDP fluorescence polarization, RGS4-accelerated GTP hydrolysis; Potency, µM (top dose mostly 114 µM), for the others: top-dose activity change, negative = inhibition, hits mostly inhibitors; AID 504845; also: % is scaled to controls: 0 for no effect and ±100 for the full control effect; nearly all actives have a fitted effect of over 75% in size; some results filed as inactive show a strong effect at the top dose
# Target sequence (P49798 whole entry, looked up): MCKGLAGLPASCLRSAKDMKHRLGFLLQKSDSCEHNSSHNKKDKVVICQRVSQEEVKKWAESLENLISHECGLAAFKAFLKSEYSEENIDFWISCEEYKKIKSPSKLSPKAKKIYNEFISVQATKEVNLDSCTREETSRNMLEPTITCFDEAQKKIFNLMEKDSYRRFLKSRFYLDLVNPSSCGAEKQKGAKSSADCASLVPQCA
#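 MLSMR compounds (23 nl, pin-transferred) preincubated 10 min at room temperature with a 500nM (2x) first reagent, then RGS4 at 900nM (2x) plus Transcreener GDP mix added; fluorescence polarization (620/688 nm) read before and after 90 min at 30 °C.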
# Starred values were filed as active, the others as inactive; i = inactive; u = inconclusive; x = no result given; & = joins results of further samples; [ ] = remark or other dose. Unless noted, calls follow the shape of the dose curve; as a rule, active = well fitted curve in the direction sought with a large enough effect; inconclusive = small, poorly fitted or top-dose-only effect, or another doubt; inactive = no such curve, though single readings can be large; an effect the other way counts as inactive or inconclusive. Potency is read from the fitted curve at half-maximal effect. Only part of the results is shown; rates above refer to the full screens.
SMILES,TrxR1 inh,Pin1 inhibitor,GLS inh,PGK inhibitor,JMJD2A Tudor inh,ERG-DNA inh,ALOX12 inh,HP1b binding inh,RGS4 inh
COc1ccc(NC(=O)NNC(=O)c2cc3occc3n2C)c(OC)c1,-29%,9%,67%[activator],-8%,-5%,10%,-14%,11%,-2%
c1ccc(-n2nnnc2Oc2ccc(-n3ccnc3)cc2)cc1,-8%,2%,12%,i,-33%,5%,-5%,20%,-33%
CC(=O)c1ccc(S(=O)(=O)NCCC(=O)OCC(=O)NCCc2ccccc2)cc1,2%,-13%,3%,-8%,-6%,2%,i,34%,-9%
COc1ccccc1-c1noc(CCC(=O)NC2CCCCC2)n1,30%,2%,13%,-5%,-6%,-6%,469%[activator],17%,-54%
CCn1c2ccccc2c2nc3ccccc3nc21,7%,-12%,2%,-12%,137%[activator],-4%,x,195%[activator],1%
O=C(CC1C(=O)NCCN1Cc1ccoc1)NCCc1ccc(Cl)cc1 (stereo unspecified),-22%,-3%,-10%,0%,-8%,18%,u,19%,-2%
CN(CC(=O)Nc1ccccc1Cl)C(=O)COC(=O)c1cccs1,24%,-5%,7%,-9%,-8%,-8%,0%,2%,-25%
COc1ccc(CCNC(=O)c2noc(C)c2[N+](=O)[O-])cc1OC,2%[57.1 µM],1%,0%,i,0%,-30%,0%,33%,-11%
CC1CCC(C(=O)c2c(O)c3ccccc3oc2=O)CC1 (stereo unspecified),16%,-8%,-3%,-13%,-19%,8%,0%,15%,-12%
Cc1ccc(C(=O)COC(=O)CCC(=O)Nc2ccc(Oc3ccccc3)cc2)cc1C,18%,-6%,3%,8%,-2%,0%,-22%,21%,14%
CN(C)c1ccc(/C=N/N=C/c2ccccc2O)cc1,12%,0%,-3%,-14%,3%,-8%,9%,31%,-14%
C/C(=N/OC(=O)C1CC12CCC2)c1ccc(Br)cc1 (stereo unspecified),8%[57.1 µM],3%,0%,i,68%[activator],-1%,-12%,90%[activator],10%
Cc1ccc(NC(=O)CSc2ncnc3ccccc23)cc1S(=O)(=O)N1CCCCC1,25%[57.1 µM],u,-18%,-5%,-14%,-13%,2%,15%,-10%
CCOc1cccc2cc(S(=O)(=O)c3ccccc3F)c(=O)oc12,33%[activator],2%,-2%,-4%,-18%,-2%,u,0%,-3%
Cc1cc(Br)cc(Cl)c1OCC(=O)N1CCN(C(=O)c2ccco2)CC1,-1%,0%,3%,-1%,1%,-4%,57%&-8%[activator],36%,4%
C=CCn1c(SCc2c(C)noc2C)nc2sc3c(c2c1=O)CCCC3,17%,0%,-5%,-7%,-9%,-8%,0%,21%,6%
Cc1ccc(C(=O)OCC(=O)NCc2ccco2)s1,13%[57.1 µM],-7%,8%,-11%,35µM*,1%,u,2%,-1%
CCOC(=O)CC(=O)CSc1nc2c(cc1C#N)CCC2,3%[57.1 µM],-2%,-6%,-3%,-31%[11.4 µM],4%,0%,38%,-24%[11.4 µM]
COc1ccccc1-n1c(CNC(=O)c2cccs2)n[nH]c1=S,13%[57.1 µM],-3%,-5%,-7%,u,2%,-8%,13%,-14%
COc1ccccc1NC(=O)/C(C#N)=C/c1cccn1C,45%,-3%,-5%,-8%,-16%,19%,489%[activator],17%,4%
O=C(Nc1ccc2nc3ccccc3nc2c1)c1ccccc1,-15%,-13%,-4%,9%,-4%,1%,-6%,48%[activator],-50%
CCCc1nn2c(=O)cc(COC(=O)c3ccc(NC(=O)C4CCCCC4)cc3)nc2s1,3%[57.1 µM],4%,-22%,-4%,-2%,0%,2%,21%,6%
CC(C)c1nnc(-c2ccc(Cl)cc2)c(N(C)C)n1,-16%,7%,7%,i,-15%,10%,0%,14%,7%
CCCn1nnc(NC(=O)c2sc3ccccc3c2Cl)n1,21%,-1%,8%,-9%,-22%,x,3%,15%,17%
COc1cccc(/C=C/C(=O)OCC(=O)Nc2cccc(S(=O)(=O)N3CCCCC3)c2)c1OC,37%[activator],13%,-4%,-5%,-23%,-10%,-8%,23%,-1%

# 2 records drawn at random from those above, as already listed:
SMILES,TrxR1 inh,Pin1 inhibitor,GLS inh,PGK inhibitor,JMJD2A Tudor inh,ERG-DNA inh,ALOX12 inh,HP1b binding inh,RGS4 inh
Cc1cc(Br)cc(Cl)c1OCC(=O)N1CCN(C(=O)c2ccco2)CC1,-1%,0%,3%,-1%,1%,-4%,57%&-8%[activator],36%,4%
CCn1c2ccccc2c2nc3ccccc3nc21,7%,-12%,2%,-12%,137%[activator],-4%,x,195%[activator],1%

# An excerpt of these results, as labelled records:
structure: COc1ccc(NC(=O)NNC(=O)c2cc3occc3n2C)c(OC)c1
  TrxR1 inh = -29%
  Pin1 inhibitor = 9%
  GLS inh = 67%[activator]
  PGK inhibitor = -8%
  JMJD2A Tudor inh = -5%
  ERG-DNA inh = 10%
  ALOX12 inh = -14%
  HP1b binding inh = 11%
  RGS4 inh = -2%
structure: C=CCn1c(SCc2c(C)noc2C)nc2sc3c(c2c1=O)CCCC3
  TrxR1 inh = 17%
  Pin1 inhibitor = 0%
  GLS inh = -5%
  PGK inhibitor = -7%
  JMJD2A Tudor inh = -9%
  ERG-DNA inh = -8%
  ALOX12 inh = 0%
  HP1b binding inh = 21%
  RGS4 inh = 6%
structure: COc1cccc(/C=C/C(=O)OCC(=O)Nc2cccc(S(=O)(=O)N3CCCCC3)c2)c1OC
  TrxR1 inh = 37%[activator]
  Pin1 inhibitor = 13%
  GLS inh = -4%
  PGK inhibitor = -5%
  JMJD2A Tudor inh = -23%
  ERG-DNA inh = -10%
  ALOX12 inh = -8%
  HP1b binding inh = 23%
  RGS4 inh = -1%
structure: COc1ccccc1NC(=O)/C(C#N)=C/c1cccn1C
  TrxR1 inh = 45%
  Pin1 inhibitor = -3%
  GLS inh = -5%
  PGK inhibitor = -8%
  JMJD2A Tudor inh = -16%
  ERG-DNA inh = 19%
  ALOX12 inh = 489%[activator]
  HP1b binding inh = 17%
  RGS4 inh = 4%

# Other structures.
SMILES,TrxR1 inh,Pin1 inhibitor,GLS inh,PGK inhibitor,JMJD2A Tudor inh,ERG-DNA inh,ALOX12 inh,HP1b binding inh,RGS4 inh
CCc1cccc(OC2OC(CO)C(O)C(O)C2NC(C)=O)c1 (stereo unspecified),18%[57.1 µM],-2%,-10%,-6%,-1%,-3%,11%,25%,4%
COc1nccnc1NS(=O)(=O)c1ccc(NC(=S)NC(=O)c2ccccc2F)cc1,-55%,-5%,-21%,-2%,u,10%,45µM*,u,u
CCc1ccc(NC(=O)C(C)OC(=O)C2CCC(=O)N2)cc1 (stereo unspecified),8%[57.1 µM],u,u,-9%,-9%,0%,-15%,48%[activator],-9%
C[C@@H]1C(=O)N(S(=O)(=O)c2ccccc2[N+](=O)[O-])[C@H]1c1ccc(-c2ccccc2)cc1,10%,-14%,x,x,-19%,x,x,-5%,2%
COc1ccccc1NC(=O)Nc1nnc(CC(=O)Nc2cccc(C)c2)s1,31%,28%,0%,-8%,-11%,7%,u,2%,13%
O=c1oc2ccccc2c2c1ncn2CCN1CCOCC1,8%,11%,11%,4%,-10%,8%,0%,19%,u
O=C(Nc1ccccc1)OCCOc1ccc(Br)cc1,13%,-8%,-2%,-8%,1%,-9%,3%,31%[activator],21%
COc1cccc(C(=O)Nc2ccc(NC(=O)Cc3ccccc3)cc2)c1,10%,-2%,8%,i,-14%,1%,2%,16%,-19%
Cc1ccc(NC(=O)CS(=O)CC(=O)N2CCN(c3ccccc3)CC2)cc1 (stereo unspecified),28%[0.0914 µM],-1%,0%,-3%,-4%,-8%,-16%,16%,-12%
CC1=C/C(=N\OS(=O)(=O)c2ccccc2)C=CC1=O,1.8µM*,u,-13%,15%,22µM*,-12%,x,u,u
CCOc1cc(CNCCSc2nnnn2-c2ccccc2)cc(Cl)c1OC,-11%,u,-6%,11%,-9%,1%,5%,94%[activator],11%
COc1ccc(CNC(=O)CSc2c3c(nc4ccc(Cl)cc24)CCCC3)cc1,10%,-3%,1%,-8%,-6%,7%,-34%,22%,4%
Cc1ccn2c(CN3CCOCC3)c(-c3ccccc3)nc2c1,11%[57.1 µM],-3%,-9%,-1%,-5%[11.4 µM],1%,0%,62%[activator],0%[11.4 µM]
OC(COC1CCCCC1)CN1CCCCC1 (stereo unspecified),8%,-4%,3%,5%,79µM*,4%,-20%,-20%,37%[11.4 µM]
Cc1ccccc1NC(=O)Cc1nc(COC(=O)COc2ccc(C(C)(C)C)cc2)cs1,26%,33%[activator],3%,0%,-14%,5%,0%,46%[activator],-5%
C=CCOc1ccc(C2C(C#N)=C(N)N(Nc3ccccc3)C3=C2C(=O)CC(C)(C)C3)cc1OC (stereo unspecified),-14%,12%,-3%,-1%,-26%,0%,-6%,6%,-17%
CCN(/N=C/c1ccccc1)c1cc(=O)n(C)c(=O)[nH]1,-25%,-18%,3%,-3%,u,2%,12%,17%,-7%
COC(=O)Cn1c(CCS(=O)(=O)c2ccc(C)c(C)c2)nc2ccccc21,-15%,0%,-3%,2%,15%,x,18%,22%,26%
COc1ccc(Br)cc1CC1C(=O)Nc2ccccc21 (stereo unspecified),-6%,-6%,-6%,-1%,-29%,0%,u,0%,0%
Cn1c(=O)n(C)c2cc(NC(=O)Cc3ccccc3[N+](=O)[O-])ccc21,8%,4%,6%,-1%,-10%,7%,2%,19%,19%
COc1ccc(Nc2cc(Cl)nc(N)n2)cc1,-8%[57.1 µM],0%,0%,-11%,-19%,10%,10%,25%,-1%
